EZH2 inh = inhibitors of human EZH2/PRC2 methyltransferase; Q15910; PRC2 H3K27 methylation, DELFIA TRF, 1 h; inhibition, % at 12.5 µM; hit rate 0.35% among 57,000;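 active = mean inhibition of replicates at least 50% and every single replicate also reaching 50%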;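 also: dimethyl H3K27 on biotinylated H3 21-44 peptide detected by antibody; plate controls were median neutral control wells for no effect and median positive control wells for full effect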
Target sequence (Q15910 whole entry, looked up): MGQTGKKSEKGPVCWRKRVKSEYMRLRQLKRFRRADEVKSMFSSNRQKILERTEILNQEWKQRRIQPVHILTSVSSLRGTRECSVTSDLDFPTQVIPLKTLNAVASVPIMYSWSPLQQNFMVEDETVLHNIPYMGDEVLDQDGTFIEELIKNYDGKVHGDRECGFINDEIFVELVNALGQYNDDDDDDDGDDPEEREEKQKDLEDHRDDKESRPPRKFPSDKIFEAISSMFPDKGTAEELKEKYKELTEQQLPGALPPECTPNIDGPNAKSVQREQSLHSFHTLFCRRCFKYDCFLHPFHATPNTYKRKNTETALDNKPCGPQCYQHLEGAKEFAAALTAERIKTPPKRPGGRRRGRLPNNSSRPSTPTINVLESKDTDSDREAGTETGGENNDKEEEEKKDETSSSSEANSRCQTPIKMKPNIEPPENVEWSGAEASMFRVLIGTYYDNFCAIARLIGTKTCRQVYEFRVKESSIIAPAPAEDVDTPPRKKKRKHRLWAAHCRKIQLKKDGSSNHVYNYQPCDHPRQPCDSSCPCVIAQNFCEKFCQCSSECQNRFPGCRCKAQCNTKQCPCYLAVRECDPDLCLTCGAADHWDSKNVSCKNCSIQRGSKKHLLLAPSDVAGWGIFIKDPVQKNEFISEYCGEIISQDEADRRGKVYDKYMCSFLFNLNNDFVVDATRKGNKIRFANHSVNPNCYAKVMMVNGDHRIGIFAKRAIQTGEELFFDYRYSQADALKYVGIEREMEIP
IDH1 mut inh = IDH1 R132H (human) inhibition; IDH1 R132H reductase, diaphorase/resazurin fluorescence, 60 min; inhibition, % at 10 µM; hit rate 0.18% among 70,000; AID 624101; in the data active = inhibition above about 34%;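 also: 0% = DMSO and 100% = no enzyme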
The depositor's hits bear a star; · = no result given; & = joins results of further samples.

Screens in order: EZH2 inh | IDH1 mut inh
> C[C@@H]1CCCCO[C@H](CN(C)S(=O)(=O)c2ccc(F)cc2)[C@@H](C)CN([C@@H](C)CO)C(=O)c2cc(NS(=O)(=O)c3cn(C)cn3)ccc2O1
    · | -7.4
> C[C@H]1CN([C@@H](C)CO)C(=O)c2cc(/C=C/c3ccccc3)cnc2O[C@@H]1CN(C)C(=O)c1ccc(F)cc1
    -9 | -1.4
> O=C(C[C@H]1CC[C@H](NS(=O)(=O)c2cccc(F)c2)[C@@H](CO)O1)N1CCCCC1
    -3 | -0.1
> C[C@@H]1CCCCO[C@H](CN(C)Cc2ccc(C(F)(F)F)cc2)[C@@H](C)CN([C@@H](C)CO)C(=O)c2cc(NC(=O)Nc3ccc(F)cc3)ccc2O1
    · | -4.2
> COC(=O)c1c(NC(=O)CC2Sc3ccccc3NC2=O)sc2c1CCC(C)C2 (stereo not given)
    0 | -0.1
> C[C@@H]1CN([C@H](C)CO)S(=O)(=O)c2ccc(C3=CCCC3)cc2O[C@H]1CN(C)S(C)(=O)=O
    0 | ·
> CC1C(=O)c2cc3c(cc2CCN(C)Cc2c1ccc1c2OCO1)OCO3 (stereo not given)
    2 | 0.0
> C[C@@H]1CN([C@H](C)CO)C(=O)c2cc(C#Cc3ccncc3)cnc2O[C@H]1CN(C)C(=O)CN(C)C
    8 | 8.4
> COc1ccccc1OCC(=O)Nc1sc2c(c1C#N)CCCCC2
    6 | 0.2
> COc1ccc(S(=O)(=O)Nc2cccc3c2O[C@H](CN(C)CC2CC2)[C@H](C)CN([C@H](C)CO)C3=O)cc1
    · | 0.6
> COc1ccc(/C=N/NC(=O)CCCCCC(=O)Nc2ccccc2O)c(OC)c1
    -5 | ·
> C[C@@H]1CN([C@@H](C)CO)C(=O)c2cc(NS(=O)(=O)c3cn(C)cn3)ccc2O[C@@H](C)CCCCO[C@@H]1CN(C)C(=O)Nc1ccc(C(F)(F)F)cc1
    · | 9.5
> C[C@H](NC(=O)C[C@H]1CC[C@@H](NC(=O)c2cccnc2)[C@@H](CO)O1)c1ccccc1
    9 | 0.0
> CCCN(C)C[C@H]1OCCCC[C@H](C)Oc2ccc(NS(=O)(=O)c3c(C)noc3C)cc2C(=O)N([C@H](C)CO)C[C@H]1C
    · | -1.0
> O=C(C[C@H]1C=C[C@H](NC(=O)CN2CCOCC2)[C@H](CO)O1)NCc1cccc(F)c1
    -5 | -0.1
> C[C@@H]1CN([C@H](C)CO)C(=O)c2cc(NC(=O)Cc3ccccc3)ccc2O[C@@H](C)CCCCO[C@@H]1CN(C)S(C)(=O)=O
    2 | 6.1
> C/C=C/C#CC#C[C@@H](O[C@@H]1O[C@H](CO)[C@@H](O)[C@H](O)[C@H]1O)[C@H](O)/C=C/CCCO
    · | -0.2
> CO[C@H]1CN(C)C(=O)c2ccc(NC(=O)Nc3ccccc3Cl)cc2OC[C@@H](C)NC[C@@H]1C
    -5 | -0.3
> C[C@H](CO)N1C[C@H](C)[C@@H](CN(C)Cc2ccccc2)Oc2c(NC(=O)C3CCCCC3)cccc2C1=O
    25 | -1.9
> O=C(C[C@H]1CC[C@@H](NC(=O)Nc2ccc3c(c2)OCO3)[C@H](CO)O1)NCc1ccc2c(c1)OCO2
    -3 | 0.3
> COc1ccc(-c2cc(C(F)F)n3ncc(C(=O)N(C)Cc4cnn(C)c4C)c3n2)cc1
    · | -0.4
> Cc1ccc(S(=O)(=O)Nc2ccc3c(c2)CC(=O)N([C@@H](C)CO)C[C@@H](C)[C@@H](CN(C)C(=O)NC2CCCCC2)O3)cc1
    6 | ·
> Cc1noc(C)c1S(=O)(=O)Nc1ccc2c(c1)C(=O)N([C@@H](C)CO)C[C@H](C)[C@@H](CN(C)Cc1ccccc1)O2
    5 | 0.6
> C[C@H](CO)N1C[C@H](C)[C@H](CN(C)Cc2ccc(C(=O)O)cc2)OCCCC[C@H](C)Oc2ccc(NC(=O)Nc3ccc4c(c3)OCO4)cc2C1=O
    · | 2.2
> Cc1ccc(S(=O)(=O)N(C)C[C@@H]2OCCCC[C@H](C)Oc3ccc(NC(=O)C4CCCCC4)cc3C(=O)N([C@H](C)CO)C[C@@H]2C)cc1
    · | 0.3
> Cc1ccc(S(=O)(=O)N(C)C[C@@H]2Oc3c(NC(=O)c4nc5ccccc5s4)cccc3C(=O)N([C@H](C)CO)C[C@H]2C)cc1
    · | -0.6
> CO[C@@H]1CN(C)C(=O)c2ccc(NC(=O)Nc3cccc(F)c3)cc2OC[C@@H](C)NC[C@H]1C
    -8 | -0.3
> C[C@H](CO)N1C[C@H](C)[C@@H](CN(C)S(=O)(=O)c2ccc(F)cc2)Oc2ccc(NC(=O)CCN3CCOCC3)cc2C1=O
    -7 | 1.4
> C[C@@H]1CN([C@H](C)CO)C(=O)c2cc(N(C)C)ccc2O[C@@H](C)CCCCO[C@H]1CN(C)C(=O)Cc1ccccc1
    -7 | ·
> O=C(C[C@@H]1C=C[C@@H](NC(=O)Cc2ccccn2)[C@@H](CO)O1)NCCCN1CCOCC1
    -1 | -0.2
> COc1ccc(S(=O)(=O)Nc2ccc3c(c2)CC(=O)N([C@H](C)CO)C[C@H](C)[C@@H](CN(C)Cc2ccc(-c4ccccc4)cc2)O3)cc1
    · | 0.7
> COc1ccc(NC(=O)N(C)C[C@@H]2Oc3ccc(NC(=O)Cn4cnnn4)cc3CC(=O)N([C@@H](C)CO)C[C@@H]2C)cc1
    · | -6.9
> C[C@@H]1O[C@@H](O[C@H]2[C@@H](Oc3cc(O)c4c(c3)O[C@H](c3ccc(O)cc3)CC4=O)O[C@H](CO)[C@@H](O)[C@@H]2O)[C@H](O)[C@H](O)[C@H]1O
    -4 | 0.6
> CN(CC(=O)Nc1ccc(F)c(Cl)c1)S(=O)(=O)c1ccc(F)cc1
    -7 | -0.6
> CCC(=O)N(C)C[C@H]1Oc2ncc(-c3ccccc3OC)cc2C(=O)N([C@@H](C)CO)C[C@H]1C
    · | -1.3
> O=C(c1ccc(F)cc1)n1nc(-c2ccccc2)nc1NCc1ccco1
    -5 | -0.2
> Cc1ccc(S(=O)(=O)N[C@@H]2C=C[C@H](CC(=O)NCc3ccccc3F)O[C@@H]2CO)cc1
    -11 | 0.0
> CCCC#Cc1ccc2c(c1)O[C@H](CN(C)C(C)=O)[C@H](C)CN([C@@H](C)CO)S2(=O)=O
    -8 | 0.0
> C[C@H](CO)N1C[C@H](C)[C@H](CN(C)S(=O)(=O)c2cccs2)Oc2ncc(-c3cc4ccccc4o3)cc2C1=O
    · | -1.5
> C[C@@H]1CN([C@H](C)CO)C(=O)Cc2cc(NC(=O)Nc3ccccc3)ccc2O[C@@H]1CN(C)Cc1ccc(C(=O)Nc2ccccc2N)cc1
    -18 | ·
> CCCC#Cc1ccc2c(c1)O[C@@H](CN(C)Cc1ccc3c(c1)OCO3)[C@H](C)CN([C@H](C)CO)S2(=O)=O
    4 | -5.5
> C[C@@H](NC(=O)C[C@@H]1C=C[C@@H](NC(=O)C2CC2)[C@H](CO)O1)c1ccccc1
    2 | 0.0
> COc1cccc(C#Cc2cnc3c(c2)C(=O)N([C@@H](C)CO)C[C@H](C)[C@H](CN(C)C(C)=O)O3)c1
    4 | 0.0
> C[C@H](CO)N1C[C@H](C)[C@H](CN(C)C(=O)Nc2ccc3c(c2)OCO3)Oc2ncc(-c3cccc(F)c3)cc2C1=O
    · | -0.1
> Cn1c(SCc2ccc([N+](=O)[O-])cc2)nnc1-c1ccccn1
    6 | -0.4
> NCC[C@H]1CC[C@@H](NS(=O)(=O)c2ccc(Cl)cc2)[C@H](CO)O1
    -4 | -0.3
> O=c1n(-c2ccccc2)c(=O)n(Cc2ccccn2)n1Cc1ccccn1
    22 | -0.3
> COc1ccc(NC(=O)Nc2ccc3c(c2)C(=O)N([C@@H](C)CO)C[C@@H](C)[C@@H](CN(C)C(=O)Nc2cccc4ccccc24)O3)cc1
    · | 0.0
> C[C@H](CO)N1C[C@H](C)[C@@H](CN(C)C(=O)Nc2ccccc2)Oc2ncc(-c3ccc(C#N)cc3)cc2C1=O
    -7&-16 | 0.2
> C[C@H]1CN([C@@H](C)CO)C(=O)Cc2cc(NC(=O)CCC(F)(F)F)ccc2O[C@@H]1CN(C)S(=O)(=O)c1ccc(F)cc1
    2 | -1.7
> COc1ccc(NC(=O)N(C)C[C@H]2Oc3ccc(NS(=O)(=O)c4c(C)noc4C)cc3CC(=O)N([C@H](C)CO)C[C@@H]2C)cc1
    · | -0.1
> CC(C)(C)OC(=O)Nc1ncnc2c1ncn2C1OC(CO)C2OC(C)(C)OC21 (stereo not given)
    8 | 3.1
> C[C@H](CO)N1C[C@H](C)[C@@H](CN(C)S(=O)(=O)c2ccccc2)Oc2ccc(NC(=O)Cc3cn(C)c4ccccc34)cc2CC1=O
    · | -1.1
> O=C(CSc1nc2ccccc2s1)Nc1ccccc1C(=O)c1ccccc1
    -4 | 0.3
> CCC(=O)N[C@H]1C=C[C@H](CC(=O)NCc2ccccc2F)O[C@@H]1CO
    -6 | 0.8
> COCC(=O)N(C)C[C@H]1Oc2cc(C#CC(C)(C)O)ccc2S(=O)(=O)N([C@H](C)CO)C[C@@H]1C
    11 | -0.1
> COc1ccc(/C=C/C(=O)O[C@@H]2[C@@H](O)[C@@H](O)[C@H](O[C@@H]3C=C(CO)[C@H]4[C@H](O[C@@H]5O[C@H](CO)[C@@H](O)[C@H](O)[C@H]5O)OC=C[C@H]43)O[C@H]2C)cc1
    · | -0.3
> Cc1noc(C)c1NC(=O)Nc1ccc2c(c1)C(=O)N([C@@H](C)CO)C[C@@H](C)[C@@H](CN(C)Cc1ccc(C(=O)O)cc1)OCCCC[C@@H](C)O2
    · | 6.7
> O=S(=O)(NCc1ccccn1)c1ccc(Cl)c(Cl)c1Cl
    -19 | 0.2
> C[C@@H]1CN([C@@H](C)CO)C(=O)c2cc(NS(C)(=O)=O)ccc2O[C@@H]1CN(C)Cc1ccncc1
    3 | ·

Some of the entries above in a different format.
structure	EZH2 inh	IDH1 mut inh
C[C@H](CO)N1C[C@H](C)[C@@H](CN(C)S(=O)(=O)c2ccccc2)Oc2ccc(NC(=O)Cc3cn(C)c4ccccc34)cc2CC1=O	·	-1.1
O=C(CSc1nc2ccccc2s1)Nc1ccccc1C(=O)c1ccccc1	-4	0.3
CCC(=O)N[C@H]1C=C[C@H](CC(=O)NCc2ccccc2F)O[C@@H]1CO	-6	0.8
COCC(=O)N(C)C[C@H]1Oc2cc(C#CC(C)(C)O)ccc2S(=O)(=O)N([C@H](C)CO)C[C@@H]1C	11	-0.1
COc1ccc(/C=C/C(=O)O[C@@H]2[C@@H](O)[C@@H](O)[C@H](O[C@@H]3C=C(CO)[C@H]4[C@H](O[C@@H]5O[C@H](CO)[C@@H](O)[C@H](O)[C@H]5O)OC=C[C@H]43)O[C@H]2C)cc1	·	-0.3

Continued:
Screens in order: EZH2 inh | IDH1 mut inh
> C[C@@H]1CCCCO[C@@H](CN(C)S(=O)(=O)c2ccccc2)[C@@H](C)CN([C@H](C)CO)C(=O)c2cc(NC(=O)Nc3ccc4c(c3)OCO4)ccc2O1
    · | 2.6
> O=C(Nc1cc(F)ccc1F)N[C@H]1C=C[C@@H](CC(=O)N2CCc3ccccc3C2)O[C@@H]1CO
    4 | -0.1
> Cc1ccc(N(C(C)C(=O)Nc2ccccc2F)S(C)(=O)=O)cc1 (stereo not given)
    6 | 0.5
> C[C@@H]1CN([C@@H](C)CO)C(=O)CCCn2cc(nn2)CO[C@@H]1CN(C)Cc1cccc(O)c1
    2 | -1.2
> COCC(=O)Nc1ccc2c(c1)[C@@H]1C[C@H](CC(=O)NCCc3ccccc3)O[C@H](CO)[C@@H]1O2
    -25 | -0.8
> CCOc1csc2nc(C)cc(C)c12
    2 | 0.0
> C[C@@H]1CN([C@@H](C)CO)C(=O)CCCn2cc(nn2)CO[C@H]1CN(C)C(=O)C1CCCCC1
    · | -3.0
> C[C@@H]1CCCCO[C@@H](CN(C)Cc2ccccc2)[C@@H](C)CN([C@H](C)CO)C(=O)c2cc(NC(=O)CCC(F)(F)F)ccc2O1
    -3 | -0.1
> O=C(CSc1ncnc2sc(-c3ccccc3)cc12)Nc1ccccc1Cl
    7 | 0.3
> Nc1c(Cl)cc(NC(=O)CCCC(=O)O)cc1Cl
    -16 | 0.2
> C[C@@H]1CN([C@@H](C)CO)C(=O)c2cc(NS(=O)(=O)c3ccc(F)cc3)ccc2O[C@@H](C)CCCCO[C@H]1CN(C)S(=O)(=O)c1cccs1
    · | 0.7
> CO[C@H]1CN(C)C(=O)c2cc(NC(C)=O)ccc2OC[C@H](C)N(C(=O)Cc2ccccn2)C[C@@H]1C
    3 | 0.1
> C[C@H](CO)N1C[C@H](C)[C@H](CN(C)C(=O)Nc2ccc(F)cc2)Oc2ccc(NC(=O)CCCCCC(=O)Nc3ccccc3N)cc2C1=O
    -10 | -0.2
> C=CCn1c(SCc2csc(C)n2)nc2sc3c(c2c1=O)CCCC3
    33 | 0.0
> CO[C@@H]1CN(C)C(=O)c2ccc(NS(C)(=O)=O)cc2OC[C@H](C)NC[C@H]1C
    -2 | 0.0
> CC(C)NC(=O)Nc1ccc2c(c1)CC(=O)N([C@H](C)CO)C[C@@H](C)[C@@H](CN(C)C)O2
    -5 | ·
> COc1cccc(CNc2ccc3c(c2)ncn3C)c1OC
    · | -2.0
> C[C@H]1CN([C@@H](C)CO)C(=O)c2cc(NC(=O)c3ccncc3)ccc2O[C@H]1CN(C)S(=O)(=O)c1ccc(F)cc1
    2 | -2.3
> CNC[C@H]1Oc2c(NC(=O)Nc3ccc4c(c3)OCO4)cccc2C(=O)N([C@@H](C)CO)C[C@@H]1C
    -13 | ·
> C[C@@H]1CN([C@H](C)CO)C(=O)c2cc(NS(C)(=O)=O)ccc2O[C@@H]1CN(C)CC1CC1
    0 | -0.1

Bioassay records deposited in PubChem BioAssay by Broad Institute.

Some of the compounds tested (hit frequency here may not be typical).
